# Assay outcomes: PubChem BioAssay, Sanford-Burnham Center for Chemical Genomics
# Gli-Sufu antag – Gli-Sufu pathway antagonists, primary screen, luciferase luminescence, Sufu-KO-LIGHT cells, uHTS. inhibition, % at 5 µM. hit rate 0.74% among 340,000. Sufu-KO-LIGHT fibroblasts, Gli luciferase reporter luminescence;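 active means inhibition above about 55%, limit read from the data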;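 further: 0% = DMSO-treated cells and 100% = wells with medium but no cells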
# 697 NFkB inh – inhibitors of PMA/ionomycin-induced NF-kB reporter, 697 cells, primary screen, B-cell NF-kB inhibitor project, cell-based, luminescence, uHTS; 697 B-cell NF-kB luciferase reporter, 16 h; inhibition, % at 4 µM; hit rate 0.33% among 330,000; AID 435022, 2010; in the data active means inhibition above about 35%
# UBC13 polyUb – UBC13 polyubiquitin chain formation inhibitors, primary screen, biochemical, TR-FRET, uHTS | hit rate 0.47% among 330,000 | Ubiquitin-conjugating enzyme E2 N (Homo sapiens), P61088 | inhibition, % at 20 µM; in the data active means inhibition above about 45%, passing the limit was not always enough
# Target sequence (P61088 whole entry, looked up): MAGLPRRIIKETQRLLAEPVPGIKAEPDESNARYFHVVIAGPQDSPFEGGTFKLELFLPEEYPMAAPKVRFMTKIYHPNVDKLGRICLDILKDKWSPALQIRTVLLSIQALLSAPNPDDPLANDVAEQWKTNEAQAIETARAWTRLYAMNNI
# SENP7 block – SENP7 protease inhibitors, primary screen, biochemical, luminescence, uHTS. AID 434973, 2010. inhibition, % at 5 µM. hit rate 1.5% among 330,000. Sentrin-specific protease 7 (Homo sapiens), Q9BQF6. recombinant SENP7, Z-RLRGG-aminoluciferin luminescence, 40 min;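 active means inhibition above about 50% at the single test dose, limit read from the data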;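 further: plate controls were DMSO with enzyme for no effect and no enzyme buffer wells for full effect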
# SENP8 inh – SENP8 protease inhibitors, primary screen, biochemical, luminescence; Sentrin-specific protease 8 (Homo sapiens), Q96LD8; purified SENP8, Z-RLRGG-aminoluciferin cleavage; inhibition, % at 10 µM; hit rate 1.2% among 330,000; AID 2540, 2010
# Apaf-1 inh – inhibitors of human Apaf-1 apoptosome, primary screen, biochemical, DEVD-Rh110 fluorescence, uHTS; reconstituted apoptosome caspase-3 activity; inhibition, % at 20 µM; hit rate 0.71% among 330,000; AID 489030, 2010; active means inhibition of at least 40% at 20 µM;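 further: plate controls were DMSO wells for no effect and DEVD-CHO caspase inhibitor wells for full effect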
#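 System: reconstituted apoptosome with Apaf-1, cytochrome c, caspase-9, procaspase-3, dATP; Signal: Rh110 fluorescence intensity; Schedule: 30 min compound preincubation, 50 min activation, room temperature; Reagent: cytochrome c trigger plus (Z-DEVD)2-Rh110 caspase-3 substrate.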
# Jurkat NFkB inh – inhibitors of induced NF-kB luciferase reporter, primary screen, TCR NF-kB activation inhibitor project, cell-based, luminescence, uHTS; inhibition, % at 4 µM; AID 435003, 2010; hit rate 0.53% among 330,000; Jurkat, PMA/ionomycin-induced NF-kB luciferase reporter
# HKDC1 inh – HKDC1 hexokinase inhibitors, primary screen, biochemical, fluorescence, uHTS | Q2TB90 | recombinant HKDC1, G6PDH/diaphorase resazurin coupled fluorescence | AID 493160, 2011 | hit rate 0.16% among 340,000 | inhibition, % at 20 µM;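 active means inhibition above about 35% when tested at 20 µM, limit read from the data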;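 further: plate controls were DMSO wells with enzyme for no effect and DMSO wells lacking enzyme for full effect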
# Target sequence (Q2TB90 whole entry, looked up): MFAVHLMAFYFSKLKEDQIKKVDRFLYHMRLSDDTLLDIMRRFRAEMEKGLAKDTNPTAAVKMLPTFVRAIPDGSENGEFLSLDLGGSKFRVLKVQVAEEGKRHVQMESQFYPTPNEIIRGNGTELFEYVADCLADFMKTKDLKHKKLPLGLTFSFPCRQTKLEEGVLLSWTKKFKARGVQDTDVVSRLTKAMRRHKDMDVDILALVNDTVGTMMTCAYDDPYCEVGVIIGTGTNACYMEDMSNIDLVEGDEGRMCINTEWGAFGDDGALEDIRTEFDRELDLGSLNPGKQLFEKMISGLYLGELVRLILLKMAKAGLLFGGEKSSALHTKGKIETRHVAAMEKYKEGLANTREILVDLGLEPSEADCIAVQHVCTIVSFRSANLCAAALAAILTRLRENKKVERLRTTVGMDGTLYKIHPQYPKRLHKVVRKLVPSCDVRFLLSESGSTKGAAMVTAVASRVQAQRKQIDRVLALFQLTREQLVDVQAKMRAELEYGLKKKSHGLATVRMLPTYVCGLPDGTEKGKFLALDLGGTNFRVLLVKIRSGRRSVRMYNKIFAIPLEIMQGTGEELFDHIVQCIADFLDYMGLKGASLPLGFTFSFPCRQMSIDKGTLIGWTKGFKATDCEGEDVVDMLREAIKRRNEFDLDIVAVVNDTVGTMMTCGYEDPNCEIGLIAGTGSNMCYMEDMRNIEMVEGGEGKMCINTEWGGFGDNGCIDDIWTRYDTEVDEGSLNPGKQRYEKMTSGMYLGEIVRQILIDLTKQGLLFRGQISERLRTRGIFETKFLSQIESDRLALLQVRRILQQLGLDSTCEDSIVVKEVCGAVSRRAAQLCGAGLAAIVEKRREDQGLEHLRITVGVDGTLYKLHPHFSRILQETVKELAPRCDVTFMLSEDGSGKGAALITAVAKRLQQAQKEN
#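 Assay system – recombinant HKDC1 (HK5) hexokinase enzyme, produced in-house · Input – HKDC1 at 5 µg/mL · Reagent – glucose plus 1 mM ATP as hexokinase substrates · Timing – 90 min reaction incubation at room temperature, dark · Measured by – G6PDH/diaphorase-coupled fluorescence, 1 mM NADP, 100 µM resazurin, 525/613 nm · Benchmarks – DMSO-enzyme wells negative, buffer-substituted wells positive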
# Starred values were filed as active, the others as inactive; nt = not tested or not shown. Unless noted, no stated cut-off is given here; in the data, active means inhibition above about 50%; inactive means the rest.
mol	Gli-Sufu antag	697 NFkB inh	UBC13 polyUb	SENP7 block	SENP8 inh	Apaf-1 inh	Jurkat NFkB inh	HKDC1 inh
COc1cccc(NC(=O)CCCOc2cc(=O)n(C)c3ccccc23)c1	-4	4	-1	-8	-7	2	-12	3
O=C(NC1CCCc2ccccc21)c1cn2ccccc2n1 (centres undefined)	1	9	2	3	9	-11	-10	-1
COc1cccc(-c2nnc(SCN3C(=O)c4ccccc4C3=O)n2C)c1	-12	-10	6	4	-3	-7	11	-3
CCC(=O)Nc1ccc2nn(-c3ccc(F)cc3)nc2c1	-141	-301	10	82*	64*	17	-173	4
CC1CCC(NC(=O)CN2C(=O)C3CC=CCC3C2=O)CC1 (centres undefined)	nt	11	8	5	2	-9	7	-1
CCOC(=O)Nc1ccc2c(c1)N(C(=O)CN1CCN(C)CC1)c1ccccc1CC2	51	7	-2	7	-5	-2	-21	-7
O=C(Cn1cc(C(F)(F)F)cc(Cl)c1=O)NCc1ccc(F)cc1	-22	-22	3	-5	7	3	-32	-2
CSCCC(NC(=O)c1ccco1)C(=O)N1CCN(C(c2ccccc2)c2ccccc2)CC1 (centres undefined)	5	-15	-6	14	-6	29	-6	0
Cc1ccc(NC(=O)c2noc(C(C)C)c2[N+](=O)[O-])cc1	-5	-1	-8	12	-5	10	-3	-4
O=C(CN1CCN(S(=O)(=O)c2ccc(Cl)cc2)CC1)NCc1cccs1	1	18	-3	9	-10	8	4	-2
Cn1c(=O)c2c(nc(Cl)n2CC(=O)N2CCCCC2)n(C)c1=O	0	3	-9	12	3	-7	2	-1
COC(=O)c1cc(C(=O)Nc2nc3ccccc3[nH]2)cc([N+](=O)[O-])c1	16	-21	-4	2	4	7	-27	-3
C/C(=N\NC(=O)COc1ccccc1)c1cccs1	-24	-37	-15	-1	-13	-5	-38	-2
N#CC1=C(N)Oc2nc(-c3ccccc3)[nH]c2C1c1cccnc1 (centres undefined)	-11	-9	-2	9	2	2	4	-5
O=C(O)CCN1C(=O)c2ccc(NC(=O)COc3ccccc3)cc2C1=O	-3	-32	-2	15	-9	-8	12	-4
Oc1ccc2ccccc2c1C=Nc1ccc(N2CCOCC2)cc1	5	-4	-186	-3	-21	29	1	25
C=CCn1c(=O)/c(=C2/SC(C)=C(C)N2CC)s/c1=C1/C(=O)N(CC)C(=S)N1c1ccccc1	3	10	-88	1	-1	15	10	-3
CCOc1cc(C2C3=C(CCCC3=O)NC3=C2C(=O)CCC3)cc(Cl)c1O	5	-40	-9	-4	-2	13	-18	4
COC(=O)c1cccc(NC(=O)Cc2coc3cc(OC)ccc23)c1	-31	-13	48*	1	-7	-14	1	7
O=C(c1[nH]nc2c1CCc1ccccc1-2)N1CCN(Cc2ccc3c(c2)OCO3)CC1	-15	-31	6	7	-18	11	18	1
Cc1cc(C)n2nc(N)c(N=Nc3ccccc3)c2n1	-8	4	-28	1	-10	-9	-5	8
Cn1c(SCn2nnc3ccccc3c2=O)nc2ccccc2c1=O	nt	-10	-1	-4	-4	12	-1	nt
FC(F)(F)c1ccnc(Sc2n[nH]c(C(F)(F)F)n2)c1	12	15	1	-4	-3	-2	13	-6
CCOC(=O)[C@H]1[C@H]2COc3cc(OC)ccc3[C@@H]2N2C(=O)CN(Cc3ccc(OC)cc3)C(=O)[C@@]12C	-9	5	-5	-9	-14	12	-5	0
O=S(=O)(Nc1ccc(-c2cnco2)cc1)c1ccccc1	-4	-15	7	0	-11	-9	-2	-2
O=P(O)(CP(=O)(c1ccccc1)c1ccccc1)c1ccccc1	-4	11	-7	9	-10	-11	5	-2
Cc1nn(C)cc1C1C2=C(CC(C)(C)CC2=O)N(c2ccccc2)C2=C1C(=O)CC(C)(C)C2	9	8	6	6	-3	7	-6	1
CCCSc1nsc(NC(=O)C(c2ccccc2)c2ccccc2)n1	-22	8	3	-21	-1	11	-10	-4
COc1ccc(-c2nnc(SCC(=O)c3ccc4c(c3)OCCO4)o2)cc1	nt	-15	-2	-7	-11	5	-19	nt
N/C(=N\OC(=O)CCc1ccccc1)c1cccnc1	-17	-13	-4	10	-2	2	-12	-5
COC(=O)CCCCC1SCC(NC(=O)c2ccccc2)C1OC(C)=O (centres undefined)	-3	13	-10	0	-8	-7	-10	-8
O=C(/C=C/c1cc2ccccc2o1)c1ccccc1O	-24	-53	-2	7	19	3	-34	16
CC1=C(C(=O)Nc2ccc(C(=O)NC(C)c3ccccc3)cc2)SCCO1 (centres undefined)	-2	3	2	0	8	1	0	11
CCC12C(=O)C(CC)(C(c3ccccc3)=C1c1ccccc1)[C@@H]1C(=O)N(c3ccc(C)cc3)C(=O)C12 (some centres undefined)	22	-28	-14	1	-7	14	-12	-2
O=C(NCC1CCCO1)c1ccc(S(=O)(=O)N2CCC(c3nc4ccc(Cl)cc4[nH]3)CC2)cc1 (centres undefined)	4	14	4	-15	-12	1	-6	-2
CCOC(=O)C1CCN(C(=O)CN(c2ccc(Cl)c(C(F)(F)F)c2)S(C)(=O)=O)CC1	13	7	-4	-2	-4	9	-3	-11
Cc1ccc(NCC(=O)N/N=C/c2cc3ccccc3nc2Cl)cc1	0	-23	-13	3	-4	14	-18	0
CC(C)c1ccccc1NS(=O)(=O)c1cccs1	25	-2	1	7	1	5	-5	0
CCCn1c(=O)c2c(ncn2C)n(CCC)c1=O	-5	5	8	-6	11	-9	5	-5
CCC(C)c1ccc(NC(=S)NN2CCOCC2)cc1 (centres undefined)	0	-40	-4	16	7	0	-31	-8
CCOc1cc(NC(=S)NCCCN2CCOCC2)c(OCC)cc1NC(=O)CC(C)C	5	12	-5	-7	-7	-7	-1	-7
Cc1nnnn1-c1cccc(C(=O)O)c1	3	6	4	-8	-3	-13	12	11
O=C(CSCc1ccc([N+](=O)[O-])cc1)NC1CC2CCC1C2 (centres undefined)	-6	2	-4	1	4	0	45	-7
COc1ccc(CN([C@H](C)CO)S(=O)(=O)N(Cc2ccccc2)[C@H](CO)C(C)C)cc1	-2	-3	12	-1	6	10	9	2
Cc1ccc(NC2CCCN(C(=O)CCC3=NNC(=O)CC3)C2)cc1C (centres undefined)	0	-25	2	-12	-14	-5	-6	3
CCCCCc1nnc(NC(=O)Cn2cnc3ccccc3c2=O)s1	-7	5	0	0	5	-1	6	-11
CCN(CC)C(=O)Cn1ncc2c1-c1ccccc1OC2	-5	10	1	-1	1	6	6	0
CCOc1ccc(NC(=O)N(CCN(C)C)C(C)c2cccnc2)cc1 (centres undefined)	-4	7	16	4	-2	-15	3	-2
CC(C)OCCCn1c(SC(C)C(=O)NCC2CCCO2)nc2cc(Cl)ccc2c1=O (centres undefined)	15	5	-3	4	2	4	9	0
COc1ccc(CCNC(=O)c2ccccc2NS(=O)(=O)c2cc(C(=O)O)ccc2OC)cc1	16	8	-4	11	6	-7	10	-6
Nn1c(SCc2c(F)cccc2F)nnc1-c1ccccn1	-50	-58	-4	-2	-1	11	-68	-6
Cc1ccc(C2=Nc3ccccc3SC(c3cccc([N+](=O)[O-])c3)C2)cc1 (centres undefined)	-7	-15	-3	-11	-7	15	-23	0
CCOC(=O)N1CCN(C(=O)c2c(N)no[n+]2[O-])CC1	nt	-5	-11	-4	3	4	0	nt
O=S(=O)(Nc1cccc(-c2ccc(N3CCCCCC3)nn2)c1)c1cccc(F)c1	-21	-134	-1	5	9	22	-88	2
O=C(OCCOc1cccc(Cl)c1)c1ccc2ncsc2c1	-6	2	8	-1	-6	18	0	0
COc1ccccc1NC(=O)c1ccc(CN2CCOCC2)cc1	-26	6	3	8	10	-10	-7	-7
O=c1[nH]c(CSc2ncccn2)nc2c1cnn2-c1ccccc1	1	8	6	2	-5	0	-8	-13
CCC(C(=O)NC1CCCC1)N(C(=O)c1snc(C(N)=O)c1N)c1ccc2c(c1)OCCO2 (centres undefined)	5	27	87*	5	-3	-17	3	-4
N#Cc1c(SCc2cccc(Cl)c2)sc(C(=O)c2ccccc2)c1N	-1	-5	-8	2	6	11	1	1
COc1ccc2[nH]c3c(c2c1)CCN1C(=O)C(CC(=O)NCc2ccc(OC)c(OC)c2)C[C@H](C(=O)N2CCCCC2)[C@@]31CCc1ccccc1 (some centres undefined)	12	-20	nt	1	nt	25	nt	15

# Profiles, quoted from the list. Screens in order: Gli-Sufu antag, 697 NFkB inh, UBC13 polyUb, SENP7 block, SENP8 inh, Apaf-1 inh, Jurkat NFkB inh, HKDC1 inh
# CCC(C)c1ccc(NC(=S)NN2CCOCC2)cc1 (centres undefined) as listed: 0, -40, -4, 16, 7, 0, -31, -8
# Cc1ccc(NCC(=O)N/N=C/c2cc3ccccc3nc2Cl)cc1 as listed: 0, -23, -13, 3, -4, 14, -18, 0
# CCN(CC)C(=O)Cn1ncc2c1-c1ccccc1OC2 as listed: -5, 10, 1, -1, 1, 6, 6, 0
# CCOc1cc(NC(=S)NCCCN2CCOCC2)c(OCC)cc1NC(=O)CC(C)C as listed: 5, 12, -5, -7, -7, -7, -1, -7
# CC(C)c1ccccc1NS(=O)(=O)c1cccs1 as listed: 25, -2, 1, 7, 1, 5, -5, 0

# The list continues.
mol	Gli-Sufu antag	697 NFkB inh	UBC13 polyUb	SENP7 block	SENP8 inh	Apaf-1 inh	Jurkat NFkB inh	HKDC1 inh
COc1ccc(CCNC2=CC(=O)CC(C)(C)C2)cc1	-6	13	4	3	10	-12	-12	-2
O=C(CN(Cc1ccccc1)C(=O)CSc1nnc(COc2ccccc2)o1)NC1CCCC1	5	7	-10	-6	-9	18	-3	1
O=C(c1ccc(-c2ccccc2Cl)o1)N1CCC1	-58	-46	-5	-3	-5	9	-62	1
Cc1cc(N=NC(=O)c2ccccc2)ccc1O	-12	7	3	-3	6	-13	-6	7
Cc1cc(C)nc(NC(=O)C2c3ccccc3Oc3ccccc32)n1	4	15	-2	3	-12	1	16	8
O=C(c1nc2nc(-c3ccccc3)cc(C(F)(F)F)n2n1)N1CCOCC1	5	3	-5	4	3	7	-1	3
CS(=O)(=O)N1CCC(Oc2ccccc2C(=O)NC(C2CC2)C2CC2)CC1	5	-4	-6	0	1	0	-3	-5
Cc1cc(C)cc(NC(=O)CCn2cnc3cc(C)c(C)cc32)c1	-1	7	7	-7	-6	0	-10	14
O=C(CNC(=O)c1ccc2c(c1)OCO2)N/N=C/c1cc(Br)ccc1O	-17	-15	3	11	2	4	19	-7
Cc1ccn2c(Nc3ccccc3)c(-c3ccccn3)nc2c1	24	1	36	0	-2	-13	-1	11
CC1CC(C)(C)CC2(C1)NC(=O)N(CC(=O)Nc1ccc3[nH]c(=O)[nH]c3c1)C2=O (centres undefined)	2	19	77*	0	-1	44*	8	-3
O=C(O)COc1ccccc1C(Nc1ccccn1)c1cc(Cl)c2cccnc2c1O (centres undefined)	-2	2	-12	0	-2	16	2	-10
Nc1nc(-c2ccc(Cl)cc2)cn1N	-18	6	-9	-1	2	-2	0	-3
COc1ccccc1C(=O)NCC(=O)NCCC(c1ccccc1)c1ccccc1	3	4	8	-6	5	10	3	0
